Screens from PubChem.
Tau fluor cs – Counterscreen qHTS for Inhibitors of Tau Fibril Formation, Fluorescence Polarization | tau K18 P301L Alexa594 fluorescence, heparin fibrillization | Potency, µM (doses to about 57.7 µM), for inactives: top-dose activity change, negative = decrease | actives 0.93% (n = 280,000) | AID 1463, 2008; also: % is scaled to controls: 0 for no effect and ±100 for the full control effect; nearly all actives have a fitted effect of over 55% in size
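Human tau K18 P301L (15 uM unlabeled, 0.24 uM Alexa 594-labeled) in 100 mM sodium acetate pH 7 with 20 uM heparin, 6 hr at 37 C. ThT 30 uM added, 1 hr ambient; Alexa 594 FP and total fluorescence read at 555/632 nm.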
Epigenetic derep – Quantitative High-Throughput Screen for Regulators of Epigenetic Control | murine LDR cells, GFP reporter derepression, 30 h | Potency, µM (highest dose often 53.9 µM), for the others: at the highest dose GFP activation, actives largely listed as activators | actives 0.2% (n = 280,000) | AID 1865, 2009; also: % of control where 0% means no effect; nearly all actives have a fitted effect of over 60% in size
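Reporter derepression read as number of fluorescent GFP-positive objects, 20-120 um in size, counted by laser-scanning cytometer. Mouse LDR line with an epigenetically silenced CMV-GFP locus; compound incubation 30 h, 37 C.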
* = called active by the depositor; ? = inconclusive. Calls follow the shape of the dose curve; as a rule, active = well fitted curve in the direction sought with a large enough effect; inconclusive = small, poorly fitted or top-dose-only effect, or another doubt; inactive = no such curve, though single readings can be large; an effect the other way counts as inactive or inconclusive. Potency is read from the fitted curve at half-maximal effect. Not all compounds are listed. The share of hits here may be higher or lower than overall.

SMILES	Tau fluor cs	Epigenetic derep
O=C(CSc1nc(Nc2ccccc2)c2ccccc2n1)c1ccc(Cl)cc1	3%	-0.2%
COC(=O)c1ccccc1NC(=O)CSc1nc(C)c(Cl)c(C)c1C#N	-20%	1.4%
COC(=O)c1scc(-c2ccc(C)cc2)c1S(=O)(=O)Nc1ccc(NC(C)=O)cc1	-13%	2.3%
Cc1ccc(Cl)cc1NC(=O)C(=O)NCCc1sc(-c2ccc(F)cc2)nc1C	1%	5.1%
COc1cccc(C(=O)NCCc2csc3nc(-c4ccccc4F)nn23)c1OC	-7%	0.0%
CCOC(=O)c1c(C)[nH]c(C)c1S(=O)(=O)N1CCCC(C(=O)Nc2ccc(OC)c(OC)c2)C1 (centres undefined)	-5%	2.2%
CC1CCCCN1S(=O)(=O)c1cc2c3c(c1)CC(=O)N3CCC2 (centres undefined)	0%	4.9%
CCC1CN(C(=O)C2CCN(S(=O)(=O)c3c(C)noc3/C=C/c3ccccc3F)CC2)c2cc(Cl)ccc2O1 (centres undefined)	-2%	4.2%
CCOC(=O)C1CCN(C(c2ccc(C)cc2)c2c(O)cc(C)n(CCOC)c2=O)CC1 (centres undefined)	-5%	-0.1%
O=C(CSc1nc(=O)n(CCN2CCOCC2)c2c1CCC2)Nc1ccc(Cl)c(Cl)c1	-15%	2.8%
Cc1c(C(=O)Nc2ccc(F)c(Cl)c2)oc2ccc(S(=O)(=O)N(C)C3CCCCC3)cc12	?	5.9%
COc1ccc(CNC(=O)Cn2ccc3cc(S(=O)(=O)N4CCCCC4)ccc32)cc1OC	-17%	-2.5%
Cc1ccc(C(=O)NCC(c2ccco2)S(=O)(=O)c2ccc(Cl)cc2)cc1C (centres undefined)	-24%	2.4%
CCOC(=O)c1c(C)[nH]c(C)c1S(=O)(=O)NCC(=O)Nc1cccc(C(F)(F)F)c1	-15%	4.4%
Cc1ccc(C(=O)Nc2c(C)nc3ccccn3c2=O)cc1C	2%	-3.8%
CCN(CC)c1ccc(C2C(C(N)=O)=C(C)Nc3ncnn32)cc1 (centres undefined)	3%	-1.7%
COc1ccc(C2Nc3ccccc3-c3cc(C)nn32)c(OC)c1 (centres undefined)	?	-1.1%
Cc1ccccc1CNC(=O)c1ccc2nc(C(C)C)oc2c1	-8%	1.7%
O=C(NCc1ccc2c(c1)OCO2)c1ccc2c(c1)N(Cc1cccc(Cl)c1)C(=O)c1ccccc1S2	-21%	2.9%
O=C(Nc1ccccc1)N1CCN(C(=O)c2nsc3ccccc23)CC1	-11%	1.6%
CCC(Sc1nc2ccccc2c2nc(-c3ccccc3)nn12)C(=O)Nc1cccc(OC)c1 (centres undefined)	-18%	?
CCOC(=O)c1ccc(NC(=O)c2c(NCc3sccc3C)sc3c2CCC(C)C3)cc1 (centres undefined)	?	-1.1%
Cc1ccc(CNC(=O)c2cccc(N3CCCS3(=O)=O)c2)cc1	5%	0.5%
CCOC(=O)CSc1nc2c(sc3ccccc32)c(=O)n1Cc1ccc(OC)cc1	-11%	-1.3%
O=C(Cn1nc(C(F)(F)F)c2c1CCCC2)Nc1ccc(Br)cc1	-21%	2.7%
O=C(Nc1c(C(=O)N2CCN(c3ccc(F)cc3)CC2)oc2ccccc12)c1c(F)cccc1F	?	-0.4%
COCCCNC(=O)C1CCCN(C(=O)c2cnn(-c3ccc(F)cc3)c2-n2cccc2)C1 (centres undefined)	-2%	-3.0%
CNS(=O)(=O)c1cn(CC(=O)Nc2ccc(OC)c(Cl)c2)cc1S(=O)(=O)NC	-22%	5.2%
CS(=O)(=O)c1cccc(-c2nnc(NC(=O)c3ccc4c(c3)OCCO4)o2)c1	1%	3.5%
C=Cc1ccc(Cn2c(C(=O)O)c(CNCc3ccc(F)cc3)c3ccc(C)cc32)cc1	-1%	-2.1%
COc1cccc(C(=O)Nc2ccccc2OCc2cc(=O)n3cc(C)ccc3n2)c1	-6%	2.4%
CCc1ccccc1NC(=O)Cn1cc(C(=O)c2ccncc2)c(=O)c2cc(C)ccc21	-15%	0.0%
O=C(NCc1ccccc1)c1ccc2oc(=O)n(Cc3ccccc3)c2c1	-22%	-2.3%
Cc1ccc(NC(=O)c2cccc(N3CCCS3(=O)=O)c2)cc1	-10%	-2.6%
COc1cc(Cl)c(C)cc1Nc1nc2ccccc2c2nnc(C)n12	-11%	3.3%
CCc1ccc(-n2c(SCC(=O)NC(C)CC)nc3n[nH]c(C)c3c2=N)cc1 (centres undefined)	-19%	-1.1%
CCc1cccc(-n2c(=O)c3cccnc3n2CC(=O)NCc2ccc(C)cc2)c1	-27%	-0.3%
O=C(CSc1nc(-c2ccccc2F)nc2cc(=O)[nH]n12)Nc1cccc(C(F)(F)F)c1	-22%	-6.7%
Cc1ccc(-n2nc(C)c3c(C)cc(=O)n(CC(=O)NCc4ccc(OC(C)C)cc4)c32)cc1	-4%	2.8%
COc1ccccc1NC(=O)CC(c1cc(OC)c(OC)c(OC)c1)N1Cc2ccccc2C1=O (centres undefined)	1%	2.6%
Cc1ccc(C)c(Cn2c(=O)n(Cc3ccccc3)c(=O)c3c2c2cc(C)ccc2n3C)c1	13%	-1.6%
CCOc1ccc(CCNC(=O)c2c(C)oc3ncn(C)c(=O)c23)cc1	-10%	-0.2%
CC(=O)c1ccc(N2C(=O)N(Cc3ccc(F)cc3)c3ccccc3S2(=O)=O)cc1	?	-0.5%
O=C(NCc1ccccc1)NC1COc2ccccc2C1 (centres undefined)	-2%	-3.1%
CCC(Sc1nc2ccccc2c2nc(CCc3c(C)n[nH]c3C)nn12)C(=O)Nc1ccc(F)cc1 (centres undefined)	-9%	1.3%
Cc1cc(F)ccc1NC(=O)CN(C)S(=O)(=O)c1ccc(C(=O)N2CCOCC2)s1	18%	-0.5%
CCc1nn2c(=O)cc(COC(=O)Cc3ccccc3)nc2s1	-3%	1.1%
Cc1cccc(-c2nc3scc(CCNS(=O)(=O)c4ccc(Oc5ccccc5)cc4)n3n2)c1	-17%	0.8%
Cc1nnc(NC(=O)CSc2nc3c([nH]c4ccccc43)c(=O)n2-c2cccc(Cl)c2)s1	?	?
COc1ccc(OC)c(NC(=O)N2CCN(S(=O)(=O)c3ccc4c(ccn4C)c3)CC2)c1	-23%	-1.7%

An excerpt from above in order of molecular weight, smallest number first.
SMILES	Tau fluor cs	Epigenetic derep
CC1CCCCN1S(=O)(=O)c1cc2c3c(c1)CC(=O)N3CCC2 (centres undefined)	0%	4.9%
O=C(Nc1ccccc1)N1CCN(C(=O)c2nsc3ccccc23)CC1	-11%	1.6%
O=C(CSc1nc(Nc2ccccc2)c2ccccc2n1)c1ccc(Cl)cc1	3%	-0.2%
CC(=O)c1ccc(N2C(=O)N(Cc3ccc(F)cc3)c3ccccc3S2(=O)=O)cc1	?	-0.5%
CCc1ccccc1NC(=O)Cn1cc(C(=O)c2ccncc2)c(=O)c2cc(C)ccc21	-15%	0.0%
CCOC(=O)C1CCN(C(c2ccc(C)cc2)c2c(O)cc(C)n(CCOC)c2=O)CC1 (centres undefined)	-5%	-0.1%
CCOC(=O)c1ccc(NC(=O)c2c(NCc3sccc3C)sc3c2CCC(C)C3)cc1 (centres undefined)	?	-1.1%
COc1ccc(CNC(=O)Cn2ccc3cc(S(=O)(=O)N4CCCCC4)ccc32)cc1OC	-17%	-2.5%
O=C(Nc1c(C(=O)N2CCN(c3ccc(F)cc3)CC2)oc2ccccc12)c1c(F)cccc1F	?	-0.4%
Cc1cccc(-c2nc3scc(CCNS(=O)(=O)c4ccc(Oc5ccccc5)cc4)n3n2)c1	-17%	0.8%
CCC(Sc1nc2ccccc2c2nc(CCc3c(C)n[nH]c3C)nn12)C(=O)Nc1ccc(F)cc1 (centres undefined)	-9%	1.3%
O=C(NCc1ccc2c(c1)OCO2)c1ccc2c(c1)N(Cc1cccc(Cl)c1)C(=O)c1ccccc1S2	-21%	2.9%

(listing goes on)
SMILES	Tau fluor cs	Epigenetic derep
CCOCCCN(Cc1ccco1)S(=O)(=O)c1cc2c(cc1C)NC(=O)CO2	-9%	-2.0%
CCN(CC)S(=O)(=O)c1ccc2c(c1)N(CC(=O)Nc1ccc(Cl)cc1)C(=O)C1CCCN21 (centres undefined)	-21%	-0.9%
Cc1ccc(C)c(NC(=O)CCc2c(C)n(C)c3cc(-c4ccccc4C)nn3c2=O)c1	1%	0.8%
COc1ccc(OC)c2sc(N3CCN(C(=O)C4COc5ccccc5O4)CC3)nc12 (centres undefined)	?	2.1%
COc1cccc(NC(=O)C(=O)NCCc2csc3nc(-c4ccccc4C)nn23)c1	-10%	2.5%
COCCNC(=O)Cc1ccc(NC(=O)N2CCCCc3ccccc32)cc1	6%	0.0%
CCc1nn2c(=O)cc(COC(=O)c3ccccc3NC(=O)c3ccc(C(C)(C)C)cc3)nc2s1	-7%	-6.2%
COc1ccccc1Cn1c(SCC(=O)C(C)(C)C)nc2ccccc2c1=O	-18%	-1.3%
CCOC(=O)c1cc(-c2ccc(OC)cc2)n(CCC(=O)Nc2cccc(C)c2C)c1C	-10%	-0.2%
CC1=C(C(=O)Nc2ccc(C)cc2C)C(c2ccccc2F)n2nc(SCC(=O)c3ccc(C)cc3)nc2N1 (centres undefined)	27%	2.7%
CC(=O)c1cccc(Nc2ccc3cc(S(=O)(=O)N4CCC(C)CC4)ccc3n2)c1	?	-4.0%
CCC(C)NC(=O)C1CCN(S(=O)(=O)c2ccc3c(c2)CCCN3C(C)=O)CC1 (centres undefined)	-9%	0.0%
COc1ccccc1CNC(=O)C1CCN(S(=O)(=O)c2ccc3[nH]c(=O)ccc3c2)CC1	1%	0.0%
CCOc1ccc(CCNC(=O)c2cnc3sc(N4CCCC4)nn3c2=O)cc1	-2%	0.0%
O=C(Cn1c(=O)c(C(F)(F)F)nc2ccccc21)Nc1ccc(Br)cc1F	-17%	0.7%
CCc1cccc(-n2c(=O)c3cccnc3n2CC(=O)NCc2ccccc2)c1	?	-1.8%
Cc1nn(C)c2c1c(C(F)(F)F)cc(=O)n2CC(=O)NCc1ccc(OC(C)C)cc1	-7%	0.0%
CC(C)c1nc2ccc(C(=O)NCc3ccc(F)cc3)cc2o1	4%	1.1%
O=C(CN1CCCN(Cc2ccccc2Cl)S1(=O)=O)Nc1ccc2c(c1)OCCO2	-21%	-4.0%
CC(=O)N1c2ccc(S(=O)(=O)NCC3CCC(C(=O)Nc4ccc(F)cc4)CC3)cc2CC1C (centres undefined)	-4%	-1.1%
COc1cccc(C2=CC(c3ccccc3F)n3c(nc4ccccc43)N2)c1 (centres undefined)	-17%	-0.2%
Cn1c(SCC(=O)N2CCCc3ccccc32)ncc(C(=O)Nc2ccc(Cl)cc2)c1=O	-8%	-0.1%
COC(=O)c1ccc2c(=O)n(CCCCCC(=O)NCCc3ccccc3)c(=O)[nH]c2c1	10%	-1.3%
COc1ccc(Cn2c(CNS(=O)(=O)c3ccc(C)c(C)c3)nc3cccnc32)cc1	-3%	-1.2%
CCc1ccc(-c2cc(C)no2)cc1S(=O)(=O)Nc1cc(OC)c(OC)c(OC)c1	?	-2.3%
CC(CNC(=O)c1ccc2c(c1)nc1n2CCOC1)c1ccccc1 (centres undefined)	-2%	-1.7%
Cc1ccc(OCCSc2nc(-c3ccccc3C)nc3cc(=O)[nH]n23)cc1Cl	-14%	2.8%
Cc1ccc(Cl)cc1N1CCN(C(=O)c2cc(S(=O)(=O)N3CCCCCC3)cn2C)CC1	-11%	-0.9%
CC1CCN(CCCNC(=O)c2cc(Sc3ccc(F)cc3)nc3ccccc23)CC1	-10%	0.4%
CCOC(=O)c1c(S(=O)(=O)NCC(=O)N2CCN(c3ccccc3)CC2)c(C)n(C)c1C	2%	0.0%
CCOC(=O)c1c(C)[nH]c(C)c1S(=O)(=O)NCC(=O)NCc1ccc(C)cc1	1%	-8.8%
CCc1ccccc1Nc1nn2c(=O)c3ccc(C(=O)NCCc4ccccc4)cc3nc2s1	-19%	-3.5%
COc1ccc(-n2ncc3c(NCCC4=CCCCC4)ncnc32)cc1	-27%	2.9%
CCCN(C(=O)C1CCN(S(=O)(=O)c2c(C)noc2/C=C/c2ccc(C)cc2)CC1)c1ccccc1F	-5%	-1.7%
Cc1cc(C)cc(NC(=O)Cn2c3ncccc3c(=O)n2-c2ccc(C)c(C)c2)c1	-26%	-1.6%
Cc1cc(C)c(NC(=O)CN2C(=O)CCn3nc(-c4cccn4C)cc32)c(C)c1	-3%	-1.7%
O=C(NCc1ccc(Cl)cc1)c1ccc2c(c1)NC(=O)C(CS(=O)(=O)Cc1ccc(F)cc1Cl)N2 (centres undefined)	?	?
CCOCCCNC(=O)c1ccc2nc(CCc3ccccc3)oc2c1	-1%	0.0%
CC(CNC(=O)c1cnn(-c2ccc(F)cc2)c1-n1cccc1)c1ccccc1 (centres undefined)	-14%	4.1%
Cc1cccc(CCNC(=O)c2cc3ccccn3n2)c1	-4%	-1.5%
Cc1ccc(C)c(NC(=O)Cn2cc(C(=O)c3ccncc3)c(=O)c3cc(F)ccc32)c1	-10%	-1.7%
CCN(c1ccccc1)S(=O)(=O)c1ccc(-c2cc(C)no2)s1	-26%	-3.5%
CCCCOc1ccc(CNC(=O)C2COc3ccc(OC)cc3C2)cc1 (centres undefined)	5%	3.4%
Clc1ccccc1CSc1nc(NCCc2ccccc2)c2ccccc2n1	-18%	-0.5%
O=C(NCc1ccc2c(c1)CCN2C(=O)c1ccncc1)c1ccccc1F	-1%	-1.3%
Cc1cccc(-n2c(C)nc3cc(C(=O)NCCC4=CCCCC4)ccc32)c1	-12%	0.3%
